ALOX12 inh: inhibitors of human 12S-lipoxygenase ALOX12; P18054; purified 12hLO, xylenol orange hydroperoxide absorbance; Potency, µM (doses to about 108 µM), for inactives: at the top dose activity change, negative = inhibition, most hits filed as inhibitors; actives 1.1% (n = 580,000); AID 1671190; active = well fitted inhibition curve with a large enough effect; inconclusive = small, poorly fitted or top-dose-only effect, or another doubt; inactive = no such curve, though single readings can be large or run the other way
Target sequence (P18054 whole entry, looked up): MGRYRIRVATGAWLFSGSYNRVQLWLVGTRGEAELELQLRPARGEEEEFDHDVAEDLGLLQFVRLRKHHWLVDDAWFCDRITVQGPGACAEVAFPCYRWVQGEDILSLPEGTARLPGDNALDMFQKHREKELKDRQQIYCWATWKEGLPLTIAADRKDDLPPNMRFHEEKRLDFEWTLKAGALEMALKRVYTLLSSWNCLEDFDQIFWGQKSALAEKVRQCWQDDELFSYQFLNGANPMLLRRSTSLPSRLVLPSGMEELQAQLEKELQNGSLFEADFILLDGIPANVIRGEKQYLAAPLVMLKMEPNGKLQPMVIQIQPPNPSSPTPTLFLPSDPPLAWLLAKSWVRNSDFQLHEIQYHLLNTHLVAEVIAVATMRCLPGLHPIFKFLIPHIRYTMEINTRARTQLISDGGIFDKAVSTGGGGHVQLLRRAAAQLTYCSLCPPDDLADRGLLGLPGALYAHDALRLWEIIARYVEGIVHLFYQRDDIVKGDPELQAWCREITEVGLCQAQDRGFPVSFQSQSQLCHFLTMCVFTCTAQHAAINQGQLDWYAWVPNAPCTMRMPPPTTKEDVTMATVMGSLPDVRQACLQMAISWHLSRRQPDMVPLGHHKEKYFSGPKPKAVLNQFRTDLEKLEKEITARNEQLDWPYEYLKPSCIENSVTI
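Purified human 12hLO at 150 nM in 25 mM Hepes, 0.01% Triton X-100, pH 7.0, preincubated 15 min at room temperature with compound. Reaction started with 40 uM arachidonic acid, 30 min at room temperature. Hydroperoxide measured by Fe-xylenol orange, 573/405 nm absorbance ratio.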
* marks the source's active call; other numbers are inactive results; [ ] = another dose, or the depositor's remark. % is set by controls: 0 for no effect and ±100 for the full control effect; potency is the fitted concentration of half-maximal effect. Not all compounds are listed; count on the stated rates, not on these rows.

For CCC1Oc2ccc(NC(=O)c3ccccc3OC)cc2CN(Cc2ccc(OC)cc2)C1=O (stereo not drawn) the results were ALOX12 inh -15.1%.
`COc1ccccc1C(=O)Nc1c(C)nc(Nc2ccccc2)nc1Nc1ccccc1` gave ALOX12 inh inconclusive.
For C=CCN(C)C(=O)[C@@H](C)C1CC[C@@]2(C)Cc3sc(Nc4c(Cl)cccc4Cl)nc3[C@@H](C)[C@@H]2[C@H]1O (stereo partly drawn) the results were ALOX12 inh inconclusive.
`CCOc1cc(=O)n2c(c1C(=O)NCc1ccc(F)cc1F)CCCC2` gave ALOX12 inh 30.2%.
Screening COCCN1C(=O)CC[C@]2(C(=O)NCc3ccccc3C)CCCC[C@@H]12 returned ALOX12 inh 54.9%[activator].
CCOc1nccnc1NC1CCN(C(=O)c2ccnn2CC)CC1 was read as ALOX12 inh 0.8%.
For COc1ccc(-c2nc(CS(=O)(=O)CC(=O)NCc3cccnc3)c(C)o2)cc1 the results were ALOX12 inh 27.3%.
For COCCCN1CCC(NC(=O)c2cc(Cl)c(N)c3c2OCC3)CC1 the results were ALOX12 inh 2.5%[57.4 µM].
`Cc1ccc2c(CN(Cc3cccs3)C(C)C)cc(=O)oc2c1` gave ALOX12 inh inconclusive.
Screening CN1C[C@@H](NS(=O)(=O)c2ccccc2)C[C@H]1c1nc(-c2ccccn2)no1 returned ALOX12 inh 27.3%[176 µM].
For Cc1ccc(-c2cc(C(=O)Nc3nnc(C)s3)[nH]n2)c(O)c1 the results were ALOX12 inh -25.2%.
`Cc1ccc(-c2cc(C(=O)N3CCN(C)CC3)c3ccccc3n2)s1` gave ALOX12 inh -17.8%.
Cc1ccc(S(=O)(=O)NCC(=O)OCc2cc(=O)oc3c(C)c(C)ccc23)cc1 was read as ALOX12 inh -21.4%.
For C[C@H]1[C@@H]2[C@@H](O)C([C@H](C)C(=O)NCc3cccnc3)CC[C@@]2(C)CC[C@@H]1NC(=O)c1ccncc1 (stereo partly drawn) the results were ALOX12 inh 41.7%[activator].
For CC(C)(C)NC(=O)CSc1cc(C(=O)NC2CC2)c2ccccc2n1 the results were ALOX12 inh 14.1%.
For COCCn1cnc2ccc(OCc3ccc(Cl)cc3)nc2c1=O the results were ALOX12 inh 59.6%[activator][176 µM].
Screening CNC(=O)c1cccc(-c2cnc3[nH]cc(CC(=O)N(C)c4ccccc4)c3c2)c1 returned ALOX12 inh -1.9%[176 µM].
O[C@@H]1C[C@@H](c2nnc3n2CCN(CC2CCCCC2)C3)N(Cc2ccccc2)C1 was read as ALOX12 inh 13.0%.
Screening Cc1nc2scc(CC(=O)NCC(C)C)n2c(=O)c1-c1cc(C)n(-c2cccc(Cl)c2)n1 returned ALOX12 inh inconclusive.
`Cc1noc(C)c1-c1cc2cc(C(C)C)oc2c(N(C)CCN(C)C)n1` gave ALOX12 inh 9.0%[176 µM].

Among those listed so far, these have an aryl methoxy group:
For CCC1Oc2ccc(NC(=O)c3ccccc3OC)cc2CN(Cc2ccc(OC)cc2)C1=O (stereo not drawn) the results were ALOX12 inh -15.1%.
`COc1ccccc1C(=O)Nc1c(C)nc(Nc2ccccc2)nc1Nc1ccccc1` gave ALOX12 inh inconclusive.
For COc1ccc(-c2nc(CS(=O)(=O)CC(=O)NCc3cccnc3)c(C)o2)cc1 the results were ALOX12 inh 27.3%.

Quoted at random: four entries already listed.
For COc1ccc(-c2nc(CS(=O)(=O)CC(=O)NCc3cccnc3)c(C)o2)cc1 the results were ALOX12 inh 27.3%.
For COCCCN1CCC(NC(=O)c2cc(Cl)c(N)c3c2OCC3)CC1 the results were ALOX12 inh 2.5%[57.4 µM].
`Cc1ccc(-c2cc(C(=O)N3CCN(C)CC3)c3ccccc3n2)s1` gave ALOX12 inh -17.8%.
Cc1ccc(S(=O)(=O)NCC(=O)OCc2cc(=O)oc3c(C)c(C)ccc23)cc1 was read as ALOX12 inh -21.4%.

Following part.
For CC(CCc1ccco1)NC(=O)C1CCN(c2ccc(C(F)(F)F)cn2)CC1 (stereo not drawn) the results were ALOX12 inh -1.1%.
Screening Cc1cccc(NC(=O)c2cc(-c3cccs3)nc3ccccc23)n1 returned ALOX12 inh inconclusive.
For CN(C)c1ccc(C(=O)N2CC[C@@H](CC(=O)O)[C@@H](CCN3CCN(c4ccc(F)cc4)CC3)C2)cc1 the results were ALOX12 inh 20.3%.
O=C(NCc1ccc2c(c1)OCO2)c1ccc(-c2csc(C3CC3)n2)cc1 was read as ALOX12 inh inconclusive.
Screening C[C@@H](O[C@H]1OCCN(Cc2n[nH]c(=O)[nH]2)[C@H]1c1ccc(F)cc1)c1cc(C(F)(F)F)cc(C(F)(F)F)c1 returned ALOX12 inh -5.9%[22.9 µM].
O=C(CCc1conc1-c1cccc(F)c1)NC1CCCCCC1 was read as ALOX12 inh 5.1%.
Screening Cc1nn2c(c1-c1ccccc1-c1ccccc1)N(C(=O)c1cnccn1)CCC2 returned ALOX12 inh -26.5%[176 µM].
`CC(C)CCN1C(=O)CC[C@]2(C(=O)N3CCN(c4ccc(F)cc4)CC3)CCCC[C@@H]12` gave ALOX12 inh 14.4%.
O=C(CC1CCCN(c2cn[nH]c(=O)c2)C1)N1CCN(c2cccc(Cl)c2)CC1 (stereo not drawn) was read as ALOX12 inh 12.9%.
Screening COc1ccc(-c2cn(C)c(=O)n3cc(CN4CC[S+](=O)([O-])CC4)nc23)cn1 returned ALOX12 inh -25.7%[176 µM].
`CCCCCCNc1nc2c(c(=O)[nH]c(=O)n2C)n1CCCc1ccccc1` gave ALOX12 inh -8.3%.
For S=C(NCCc1ccc(Cl)cc1)Nc1ccc(Nc2ccccc2)cc1 the results were ALOX12 inh 28.2µM*.
`COc1ccc(C(=O)N2CCCC3(CC(c4cccc(C(F)(F)F)c4)=NO3)C2)cc1` (stereo not drawn) gave ALOX12 inh inconclusive.
`COc1cccc(N2CC3(CN(CCOc4ccccc4)C(=O)O3)C2)c1` gave ALOX12 inh -19.2%[176 µM].
Screening CCCn1cc(C(=O)N2CC(=O)N(c3cccc(C)c3)CC2C)c(C)n1 (stereo not drawn) returned ALOX12 inh 21.5%.
For CC(C)c1ccc(-n2nnnc2C2(Nc3ccccc3)CCCC2)cc1 the results were ALOX12 inh 51.7%.
COCCn1ccc2c(C(=O)Nc3ccc4c(c3)C(=O)N3CCC[C@H]3C(=O)N4)cccc21 was read as ALOX12 inh 23.3%.
`CCCCN(CC)C(=O)COc1ccccc1C#N` gave ALOX12 inh 0.0%.
`Cc1cc2oc(=O)cc(CSc3nncn3C)c2cc1C` gave ALOX12 inh 0.0%.
Cc1cn2nc(C(=O)NCc3ccccc3Cl)cc2c(N2CCCC2)n1 was read as ALOX12 inh 36.0%.
For COc1ccc([C@@H](O)[C@@H](C)Oc2ccc([C@H]3O[C@H](c4ccc(O[C@H](C)[C@H](O)c5ccc(OC)c(OC)c5)c(OC)c4)[C@H](C)[C@H]3C)cc2OC)cc1OC the results were ALOX12 inh 6.0%.
CC(C)CCOc1ccc2c(-c3ccccc3)cc(=O)oc2c1 was read as ALOX12 inh 19.1%.
For CC(=O)Nc1cccc(NC(=O)CSc2nnnn2C)c1 the results were ALOX12 inh 1.0%.
`Cc1csc(NC(=O)NC2CC(=O)N(c3cccc(F)c3)C2)n1` (stereo not drawn) gave ALOX12 inh -2.7%.
COc1ccc2[nH]c3c(c2c1)CCNC31CCN(C(=O)c2nccc3ccccc23)CC1 was read as ALOX12 inh inconclusive.
For COCCOC1CN(C2CCN(Cc3ccc(C)o3)CC2)C12CCCCC2 (stereo not drawn) the results were ALOX12 inh 18.8%.
Screening Clc1ccc(CSc2nnc([C@@H]3CCCN3)o2)c(Cl)c1 returned ALOX12 inh -3.0%.
For CC(C)CC(=O)N[C@H](C)c1onc(-c2ccc(F)cc2)c1C(=O)O the results were ALOX12 inh inconclusive.
`COc1cccc(CN2CCc3nc(C(=O)NCC4CC4)oc3CC2)c1` gave ALOX12 inh 2.3%[176 µM].
For COC(=O)[C@H]1CCCN1C(=O)[C@@H]1C[C@@H](NS(=O)(=O)c2cccs2)CCN1C(=O)COCC(=O)O the results were ALOX12 inh 5.2%.
Screening CCC(NC(=O)c1cc(COc2ccccc2F)[nH]n1)c1ccncc1 (stereo not drawn) returned ALOX12 inh 28.0%.
For COCCNC(=O)[C@@H]1CCC[C@@H](NCc2ccc(C(F)(F)F)cc2)CN(C)C(=O)C1 the results were ALOX12 inh 31.7%[activator][176 µM].
`Cc1ccc(-c2nc3cc(NC(=O)c4cccs4)ccc3o2)cc1C` gave ALOX12 inh -11.1%.
For O=C(c1ccco1)N1CCC[C@H]1c1nc(-c2ccc(F)cc2)no1 the results were ALOX12 inh 11.4%.
CC(C)[C@@H]1CN(C(=O)c2ncn[nH]2)C[C@H]1NS(=O)(=O)N(C)C was read as ALOX12 inh inconclusive.
Cc1ccccc1CNC(=O)C1CCCN(Cc2cccnc2)CCC(=O)NCC1 (stereo not drawn) was read as ALOX12 inh 27.3%.
Screening COC(=O)[C@@H]1Cc2ncn(C(C)C)c2CN1S(=O)(=O)c1cccs1 returned ALOX12 inh -1.2%[176 µM].
Screening COCCn1c(C)cc(C(=O)NCC(=O)N2CCCCCNC(=O)CC2c2ccccc2)c1C (stereo not drawn) returned ALOX12 inh 32.5%.
`N#Cc1ccc(C(=O)N2CCC(n3cc(-c4nc(C5CC5)no4)nn3)C2)cc1` (stereo not drawn) gave ALOX12 inh 0.8%.
Screening COCC(=O)N[C@H]1C[C@@H](CO)N(Cc2ccsc2)C1 returned ALOX12 inh 16.1%.
COc1ccc(-c2cc(C(=O)O)c3cc(C)c(C)cc3n2)cc1 was read as ALOX12 inh inconclusive.
Screening O=C(NCc1ccc(OC(F)(F)F)cc1)C1CCN(S(=O)(=O)/C=C/c2ccccc2)CC1 returned ALOX12 inh inconclusive.
`O=C(NCc1ccccc1)Nc1c(NC2CCCCC2)c2ccccc2oc1=O` gave ALOX12 inh inconclusive.
Screening Cc1noc(C)c1CC(=O)N1CCCN(C)c2ccccc21 returned ALOX12 inh 24.0%.
O=C(Cc1ccccn1)N1CCC(c2nn(-c3ccc(F)cc3)c(=O)[nH]2)CC1 was read as ALOX12 inh -0.8%.
C[C@H](O)[C@@H]1C(=O)N2CCc3c([nH]c4cccc(-c5ccccc5)c34)[C@@H]2C[C@@H]1N(C)C(=O)c1ccccc1 was read as ALOX12 inh 12.7%.
COc1ccc(-c2oc(=O)oc2-c2ccc(OC)c(OC)c2)cc1OC was read as ALOX12 inh inconclusive.
For CC(=O)c1sc(Nc2ccc(C#N)cc2)nc1C the results were ALOX12 inh -1.5%.
Screening CCc1cccc(NC(=O)C2CCN(C(=O)c3ncn4c3COC(c3ccccc3)C4)CC2)c1 (stereo not drawn) returned ALOX12 inh 5.0%.
For Cc1ccc(NC(=O)C2CCCN2S(=O)(=O)c2cccc3nsnc23)cc1F (stereo not drawn) the results were ALOX12 inh -25.1%.
O=C(c1ccc(F)cc1)N1CCC(OCCOc2cccnc2)CC1 was read as ALOX12 inh 31.2%[activator].
N#CC1CCN(C(=O)C2CN(c3ccc(F)cc3)C(=O)N2)CC1 (stereo not drawn) was read as ALOX12 inh 16.3%[176 µM].
Screening O=C1NC2(Cc3ccccc31)CN(CC1CCNCC1)C2 returned ALOX12 inh 2.9%[12.5 µM].
COc1ccc(CCC(=O)N2CCCCCCN(C)C(=O)[C@@H]3CCC[C@@H]32)cc1 was read as ALOX12 inh 30.1%.
For CCn1nccc1C(=O)NCCc1ncc(C)n1C1CC1 the results were ALOX12 inh inconclusive.
`Nc1nccnc1C(=O)NCC(c1ccccc1)c1c[nH]c2ccccc12` (stereo not drawn) gave ALOX12 inh inconclusive.
For Nc1nc(COC(=O)c2ccccc2Cl)nc2ccccc12 the results were ALOX12 inh -0.7%.
`ClCc1coc(-c2ccc(Cl)cc2)n1` gave ALOX12 inh inconclusive.
Screening CCN(CC)C(=O)C1=C(C)N=C2SC=C(CC(=O)NCC3CC3)N2C1c1ccccc1 (stereo not drawn) returned ALOX12 inh 59.5%[activator].
CN(Cc1ccc(-c2ccccc2)cc1)Cc1cccnc1 was read as ALOX12 inh 154.1%[activator][176 µM].
Screening N#Cc1ccc(CNCCN2CCCC2)cc1 returned ALOX12 inh inconclusive.
For O=C(Nc1ccc(Cl)c(Cl)c1)c1n[nH]c(=O)c2ccccc12 the results were ALOX12 inh -28.8%.
`O=C(c1cc(-c2ccccc2)n[nH]1)N1CCCC(Cc2noc(-c3cccnc3)n2)C1` (stereo not drawn) gave ALOX12 inh 39.6%.
For Cc1ccc(C(=O)/C=C/c2ccc(-c3ccccc3Cl)o2)cc1 the results were ALOX12 inh 7.08µM*.
For Cc1nn(-c2ccc(F)cc2)c(Oc2ccccc2F)c1CCC(=O)N1CCCC1 the results were ALOX12 inh inconclusive.
Screening CCCc1ccc(S(=O)(=O)N2CCCC(Cn3c(C)nc4cccnc43)C2)cc1 (stereo not drawn) returned ALOX12 inh 73.4%[activator].
Screening Cc1noc(-c2cn(C3CCN(C(=O)c4cc(F)ccc4F)CC3)nn2)n1 returned ALOX12 inh 5.8%.
Screening Cc1cccc(C)c1-c1nc(C(=O)NCc2ccsc2)n2ccccc12 returned ALOX12 inh 38.2%[activator].
`COC(=O)N1CCCCC(NC(=O)CCCc2nc(-c3ccccc3C)no2)C1` (stereo not drawn) gave ALOX12 inh -1.3%.
For CCOCCCNC(=O)c1cccc(C#N)c1 the results were ALOX12 inh -8.0%.
Screening CN1C[C@@H](NC(=O)C2CC2)C[C@H]1c1nc(-c2ccncc2)no1 returned ALOX12 inh -52.5%[176 µM].
COc1ccc2c(=O)c(-c3ccccc3)c(C(F)(F)F)oc2c1 was read as ALOX12 inh 2.7%.
Screening CC(=O)N(c1nc(C)c(C(=O)Nc2ccc3cc[nH]c3c2)s1)C(C)C returned ALOX12 inh -37.9%.

High-throughput results deposited in PubChem BioAssay by National Center for Advancing Translational Sciences (NCATS).
